PPARg SRC-1 ag: agonists of human PPARgamma SRC-1 coactivator recruitment | P37231 | PPARgamma-SRC-1 coactivator recruitment biochemical assay | activation, % at 8 µM | 200,000 compounds, 0.41% hits | AID 631; in the data active = activation above about 19%;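 also: 0% = DMSO and 100% = reference agonist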
Target sequence (P37231 whole entry, looked up): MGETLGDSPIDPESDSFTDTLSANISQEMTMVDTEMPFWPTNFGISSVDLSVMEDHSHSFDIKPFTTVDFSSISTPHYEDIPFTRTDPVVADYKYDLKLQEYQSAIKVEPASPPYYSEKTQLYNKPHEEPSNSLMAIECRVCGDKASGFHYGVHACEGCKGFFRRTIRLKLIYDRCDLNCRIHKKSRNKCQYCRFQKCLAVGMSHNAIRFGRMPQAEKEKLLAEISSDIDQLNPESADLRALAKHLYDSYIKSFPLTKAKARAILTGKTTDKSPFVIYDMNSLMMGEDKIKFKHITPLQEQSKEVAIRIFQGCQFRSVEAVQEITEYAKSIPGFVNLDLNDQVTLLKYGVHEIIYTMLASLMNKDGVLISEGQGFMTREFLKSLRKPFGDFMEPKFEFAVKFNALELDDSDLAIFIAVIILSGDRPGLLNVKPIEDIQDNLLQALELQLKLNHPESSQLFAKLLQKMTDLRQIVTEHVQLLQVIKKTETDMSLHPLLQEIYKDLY
bIAP activator: increases bovine intestinal alkaline phosphatase activity | AID 1016 | activation factor at 20 µM | purified bovine IAP, CDP-star luminescence, 30 min; stronger effect = higher value; fold of DMSO-control signal, blank-subtracted | 200,000 compounds, 0.17% hits;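 active = activation factor of 2 or more at 20 µM, a signal rise over negative controls twice the positive control's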
TNAP inh hi DEA: inhibitors of human TNAP at high phosphate acceptor concentration; inhibition, % at 20 µM; P05186; 200,000 compounds, 0.03% hits; purified TNAP, CDP-star luminescence, 1 M DEA;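 active = over 50% inhibition of tissue-nonspecific alkaline phosphatase at 20 µM in the single-dose screen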;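 also: plate controls were DMSO wells for no effect and EDTA-quenched wells as full inhibition for full effect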
Target sequence (P05186 whole entry, looked up): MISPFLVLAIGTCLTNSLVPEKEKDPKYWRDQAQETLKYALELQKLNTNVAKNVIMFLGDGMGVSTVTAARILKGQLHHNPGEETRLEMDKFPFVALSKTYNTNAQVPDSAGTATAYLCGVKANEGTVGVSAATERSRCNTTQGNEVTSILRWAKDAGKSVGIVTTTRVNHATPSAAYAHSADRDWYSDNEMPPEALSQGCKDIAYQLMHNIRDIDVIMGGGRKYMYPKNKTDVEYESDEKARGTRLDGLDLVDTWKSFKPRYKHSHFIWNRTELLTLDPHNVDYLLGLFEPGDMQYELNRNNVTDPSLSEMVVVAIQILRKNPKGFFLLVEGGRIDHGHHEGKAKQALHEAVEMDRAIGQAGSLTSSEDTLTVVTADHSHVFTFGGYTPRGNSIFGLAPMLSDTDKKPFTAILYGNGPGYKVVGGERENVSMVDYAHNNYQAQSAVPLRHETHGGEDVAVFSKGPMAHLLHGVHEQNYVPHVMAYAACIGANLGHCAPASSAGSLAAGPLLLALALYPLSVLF
PPARg SRC-3 ag: promotes SRC-3 coactivator recruitment by human PPARgamma. P37231. biochemical PPARgamma/SRC-3 coactivator recruitment assay. activation, % at 8 µM. 200,000 compounds, 0.26% hits; in the data active = activation above about 23%;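 also: 0% = DMSO and 100% = reference agonist; some compounds past the cut are filed as inactive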
bIAP inh: intestinal alkaline phosphatase (bovine) inhibition; purified bovine IAP, CDP-star luminescence, 30 min; inhibition, % at 20 µM; 190,000 tested, under 10 active; AID 1019;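 active = over 50% inhibition of intestinal alkaline phosphatase at 20 µM in the single-dose screen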
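System: purified bovine intestinal alkaline phosphatase (IAP) enzyme; Input: IAP diluted 1/65,000,000 in the well; Measured by: CDP-star luminescence signal; Compound dosing: 20 µM single dose; Incubation: 30 min reaction at room temperature.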
PPARg SRC-2 ag: PPARgamma-driven SRC-2 recruitment agonism; P37231; PPARgamma LBD-SRC-2 recruitment, biochemical; activation, % at 8 µM; 200,000 compounds, 0.34% hits; in the data active = activation above about 22%;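 also: 0% = vehicle and 100% = reference agonist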
Efa HMGR inh: blocks class II HMG-CoA reductase of Enterococcus faecalis. 190,000 compounds, 0.41% hits. AID 1066. purified E. faecalis HMGR, NADPH absorbance 340 nm kinetic. inhibition, % at 10 µM;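 active = inhibition above a set limit, the median over all tested compounds plus 3 SD, cut at about 9.5% in these data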;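 also: enzyme runs in reverse so mevalonate oxidation gives rising NADPH absorbance; 0% = complete reaction with DMSO and 100% = background rate lacking mevalonate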
TNAP act hi DEA: increases human TNAP activity under high phosphate acceptor concentration; P05186; purified TNAP, CDP-star luminescence, 1 M DEA, 30 min; stronger effect = higher value; 0 = EDTA background, 1 = DMSO-only activity; activation factor at 20 µM; 200,000 tested, under 10 active;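 active = activation factor at least 2 at 20 µM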
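Control set: EDTA negative control, DMSO positive control / Assay system: human TNAP / Quantity: TNAP 1/800 final / Evaluation: TNAP activation factor scaled between EDTA and DMSO control wells / Measured by: luminescent substrate turnover signal / Compound dosing: one dose, 20 µM / Times: 30 min enzyme reaction at room temperature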
TNAP inh no acc: inhibitors of human TNAP without phosphate acceptor; P05186; 200,000 compounds, 0.26% hits; purified TNAP, CDP-star luminescence, 30 min; inhibition, % at 20 µM;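 active = tissue-nonspecific alkaline phosphatase inhibition above about 50% at 20 µM in the single-dose screen, limit read from the data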;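 also: 0% = DMSO negative control and 100% = EDTA positive control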
TR-FRET SRC-2 ct: counter-screen for PPARgamma SRC-2 recruitment agonists: TR-FRET artefact. stronger effect = higher value. TR-FRET ratio at 8 µM. 200,000 compounds, 0.4% hits; in the data active = TR-FRET ratio above about 2000; also: inactives centre near 1500
An asterisk follows results filed as active; . = not tested or not shown.

SMILES	PPARg SRC-1 ag	bIAP activator	TNAP inh hi DEA	PPARg SRC-3 ag	bIAP inh	PPARg SRC-2 ag	Efa HMGR inh	TNAP act hi DEA	TNAP inh no acc	TR-FRET SRC-2 ct
O=C(CN1CCc2ccccc2C1)Nc1ccc(F)cc1F	-2	0.9	-4	3	9	7	-1	1	-2	1405
CCOC(=O)NC(c1ccc(C(C)C)cc1)C(Cl)(Cl)Cl (stereo not given)	-12	1	-5	4	2	-6	0	1	-9	1486
Cc1cc(C)nc(Sc2ccc([N+](=O)[O-])cc2[N+](=O)[O-])n1	-5	1.1	2	-3	-7	-3	1	1	22	1444
O=S1(=O)N=C(Nc2nncs2)c2ccccc21	-2	0.9	9	-1	12	3	-5	0.9	61*	1643
CCOC(=O)C1(CCSC)NC(c2ccco2)C2C(=O)N(CC)C(=O)C21 (stereo not given)	1	1.1	-8	1	-10	7	-1	1.1	-7	1592
Cc1cccc(-c2ncc(CN3CCC(CO)(CCCc4ccccc4)CC3)cn2)c1	6	1	-4	-2	-3	5	3	1	-4	1693
COc1ccc(-c2noc(COc3ccccc3OC)n2)cc1OC	14	1	-4	9	4	1	1	1	-16	1673
O=C(NC(N1CCOCC1)C(Cl)(Cl)Cl)c1ccco1 (stereo not given)	-5	1.2	-3	-5	-23	-7	-6	1	-7	1439
Cc1cc(C)cc(OCC(=O)NCCN2CCOCC2)c1	8	1	-5	5	0	4	-1	1	-2	1556
CC(C)C(NC(=O)C12CC3CC(CC(C3)C1)C2)C(=O)O (stereo not given)	0	0.9	-2	13	6	2	1	1	-7	1662
O=C(Oc1coc(CSc2ncccn2)cc1=O)c1cccc([N+](=O)[O-])c1	2	1	0	-5	-3	6	0	1	-4	1664
O=C(O)c1cccc(-c2ccc(/C=N/NC(=O)C3COc4ccccc4O3)o2)c1 (stereo not given)	6	1	-4	5	1	7	-3	1	6	1742
Cc1ccc(-c2nc3ccsc3c(=O)[nH]2)cc1	7	1.1	-2	3	-10	-4	1	1	-15	1382
COC(=O)c1c(NC(=O)c2ccco2)sc(C(=O)N(C)C)c1C	2	1	0	2	-2	-1	-1	1	-17	1418
O=C(CCl)NC1CCCc2ccccc21 (stereo not given)	-3	0.9	-8	2	12	11	-5	1.1	-10	1588
COc1ccc(CNC(=O)c2cccs2)cc1	-10	0.8	-4	-4	25	-5	-2	1	-7	1436
COCCNc1nc(-c2ccccc2)nc2ccccc12	5	1	4	1	-2	6	1	1	-3	1475
Cn1nc(CC(=O)NCc2cccc3ccccc23)c2ccccc2c1=O	-5	0.9	-6	-9	14	-4	-2	1.1	-4	1358
C1CCc2nnc(-c3nnc4n3CCCCC4)n2CC1	-2	0.9	-2	4	9	9	-1	1	-5	1439
COc1ccc(CNC(=O)C(=O)NC2CCC(C)CC2)cc1 (stereo not given)	6	1	-5	0	3	-11	-5	1	-13	1538
O=C(Cn1cc(C(=O)c2cccs2)c2ccccc21)NCC1CCCO1 (stereo not given)	3	0.9	-3	-8	10	4	-1	1	-8	1613
CCOC(=O)C(Cc1ccc(OC)c([N+](=O)[O-])c1)NC(=O)CCC(=O)Nc1ccc(OC)cc1 (stereo not given)	-8	1	-6	-2	2	-12	-1	1.1	-8	1302
O=S(=O)(c1cccs1)N1CCCc2cccc(O)c21	-3	0.6	-14	-5	37	0	-3	1.1	-8	1534
Cc1nnc(SCc2ccccc2)[nH]c1=O	-8	1.1	-7	5	-11	-2	2	1.1	-12	1359
CCOC(=O)C1CCN(C2CC(=O)N(c3cccc(Cl)c3)C2=O)CC1 (stereo not given)	-8	1	1	-7	3	1	-7	1	4	1384
SMILES	PPARg SRC-1 ag	bIAP activator	TNAP inh hi DEA	PPARg SRC-3 ag	bIAP inh	PPARg SRC-2 ag	Efa HMGR inh	TNAP act hi DEA	TNAP inh no acc	TR-FRET SRC-2 ct
COCCn1c(SCc2cccnc2)nnc1-c1ccco1	12	1.1	-4	4	-5	6	-5	1	-7	1355
CCOCCn1c(N2CCN(c3ccc(OC)cc3)CC2)nc2c1c(=O)[nH]c(=O)n2C	3	1	0	-1	-1	1	-4	1	-4	1630
Fc1ccc(N2CCN(C(=S)NCc3ccco3)CC2)cc1	5	0.8	-4	-1	18	-8	-2	1	-12	1621
c1ccc(CN2CCN(c3nc(-c4ccccc4)nc(-n4ccnc4)n3)CC2)cc1	10	1	0	13	-4	7	2	1	-3	1755
Cc1ccc(C(=O)OCC(=O)NCCC2=CCCCC2)s1	6	0.9	2	1	12	4	-1	1	-1	1636
NC(=O)COc1ccc(/C=N/NS(=O)(=O)c2ccccc2)cc1	3	1	2	-3	-4	1	-2	1	0	1577
CC(/C=N/NC(=O)Cn1nccc1C)=C\c1ccc(C(C)C)cc1	-6	1.2	0	-1	-16	-7	1	1	-11	1536
C=CCOc1ccc(Oc2cc(C)nc(SC)n2)nn1	1	0.9	2	-15	7	11	0	1	-8	1701
N#Cc1c(Cl)nsc1NC(=O)c1ccccc1	12	1	-3	4	2	4	-7	1	-5	1550
CCOC(=O)CN(C(=O)CSc1nnc(-c2ccc(OC)c(OC)c2)o1)c1ccc(F)cc1	2	1	-4	11	0	9	-3	1	-11	1557
O=C(CNCc1ccccc1Cl)Nc1ccccc1N1CCCCC1	2	0.5	-9	-1	.	-1	-1	1.1	-13	1629
CC1=CC(C)(C)N(S(=O)(=O)c2ccc(F)cc2)c2ccc(C)cc21	6	0.5	-4	0	48	2	1	1	-8	1546
Cn1c2ccccc2c(=O)c2c(=O)n(-c3ccccc3)c(C3CCCCC3)nc21	2	0.8	-10	0	22	-5	-4	1.1	-2	1525
O=C(CS(=O)CC(=O)Nc1cccc2c1CCCC2)Nc1ccc(F)cc1 (stereo not given)	2	1	-6	0	2	-10	-5	1.1	-12	1452
C(=C\c1ccccc1)/CSc1nnc(-c2cnccn2)n1Cc1ccco1	2	1.2	-2	9	-16	14	-7	1	-5	1672
CCN(C(=O)COC(=O)/C=C/c1ccc(S(=O)(=O)N2CCc3ccccc32)cc1)C1CCS(=O)(=O)C1 (stereo not given)	-6	1	-2	0	-2	1	-1	1	2	1398
CCOC(=O)C1CCCN(C(=O)Cn2nc(Cc3cccnc3)c3ccccc3c2=O)C1 (stereo not given)	6	1.1	-3	-6	-11	-7	-8	1	-11	1532
CC(C(=O)Nc1cccnc1)N1C(=O)C2C3C=CC(C3)C2C1=O (stereo not given)	12	1	1	3	-2	7	-5	1	0	1535
Cc1ccc(C(=O)Oc2csc(=S)n2C(=O)c2ccc(C)cc2)cc1	3	0.8	1	4	25	8	-1	1	-8	1627
COc1ccc(NC(=O)C(OC)c2ccccc2)cc1Cl (stereo not given)	1	1	0	7	-1	9	-7	1	-9	1605
C=CCOc1cccc(C2C(C(=O)c3ccco3)=C(O)C(=O)N2CCN2CCOCC2)c1 (stereo not given)	7	1	-3	-1	5	3	3	1	-9	1427
Cc1cccc(NC(=O)CCS(=O)(=O)c2cccc3nsnc23)c1C	6	0.9	-4	-2	8	0	-6	1	13	1628
O=C(CSc1ncccc1-c1nc2ccccc2[nH]1)NCc1ccco1	8	1.2	-3	-4	-20	4	3	1	-6	1654
CCOC(=O)C1CCCN(Cc2nc(N)nc(Nc3ccccc3)n2)C1 (stereo not given)	1	1	-4	-4	-2	1	-6	1	-10	1526
O=S(=O)(NCCCc1ccccc1)c1cccc2nsnc12	0	1	-1	-1	0	-1	-8	1	-6	1705

By substructure, the entries above containing a Cl atom.
SMILES	PPARg SRC-1 ag	bIAP activator	TNAP inh hi DEA	PPARg SRC-3 ag	bIAP inh	PPARg SRC-2 ag	Efa HMGR inh	TNAP act hi DEA	TNAP inh no acc	TR-FRET SRC-2 ct
CCOC(=O)NC(c1ccc(C(C)C)cc1)C(Cl)(Cl)Cl (stereo not given)	-12	1	-5	4	2	-6	0	1	-9	1486
O=C(NC(N1CCOCC1)C(Cl)(Cl)Cl)c1ccco1 (stereo not given)	-5	1.2	-3	-5	-23	-7	-6	1	-7	1439
O=C(CCl)NC1CCCc2ccccc21 (stereo not given)	-3	0.9	-8	2	12	11	-5	1.1	-10	1588
CCOC(=O)C1CCN(C2CC(=O)N(c3cccc(Cl)c3)C2=O)CC1 (stereo not given)	-8	1	1	-7	3	1	-7	1	4	1384
N#Cc1c(Cl)nsc1NC(=O)c1ccccc1	12	1	-3	4	2	4	-7	1	-5	1550
O=C(CNCc1ccccc1Cl)Nc1ccccc1N1CCCCC1	2	0.5	-9	-1	.	-1	-1	1.1	-13	1629
COc1ccc(NC(=O)C(OC)c2ccccc2)cc1Cl (stereo not given)	1	1	0	7	-1	9	-7	1	-9	1605

The list goes on:
SMILES	PPARg SRC-1 ag	bIAP activator	TNAP inh hi DEA	PPARg SRC-3 ag	bIAP inh	PPARg SRC-2 ag	Efa HMGR inh	TNAP act hi DEA	TNAP inh no acc	TR-FRET SRC-2 ct
Cc1cc(=O)n2nc(N3CCCC(C(=O)NCc4ccc5c(c4)OCO5)C3)sc2n1 (stereo not given)	1	1	-7	4	4	3	0	1.1	-15	1516
Cc1ccc(CNS(=O)(=O)NCc2cccs2)cc1	0	1	0	1	2	-8	-4	1	-7	1303
Cc1c(Br)cc(C(=O)NCCCN2CCOCC2)c(C)c1C	5	1.1	-4	22	-7	6	-9	1	-8	1485
CCC(c1nnnn1C(C)(C)C)N(CCOC)Cc1cc2cccc(C)c2n2nnnc12 (stereo not given)	2	1	-2	5	2	-3	-7	1	-7	1575
CCOC(=O)c1nnn(-c2nonc2NC(C)=O)c1C	0	1	-2	-11	5	-2	-8	1	-11	1447
COc1cccc(C2CC(c3cccc(Br)c3)n3ncnc3N2)c1 (stereo not given)	4	0.9	-6	1	7	9	3	1.1	-2	1426
COCC(=O)n1nc(NCc2ccc(OC)cc2)nc1NCc1ccc(OC)cc1	-1	1.1	-2	-1	-5	9	0	1	-5	1664
CC(C)(C)NS(=O)(=O)c1ccc(CCC(=O)N2CCOCC2)cc1	4	1	1	-5	-2	-5	-1	1	-5	1422
Cc1c(NS(=O)(=O)c2ccc(NC3CCCC3)c([N+](=O)[O-])c2)c(=O)n(-c2ccccc2)n1C	0	0.9	16	-8	14	-1	1	0.8	20	1282
Cn1c(=O)cc(SCC(=O)NCCCN2CCOCC2)c2ccc(Cl)cc21	60*	1.1	-3	83*	-9	65*	-3	1	-5	2615*
COc1cc(/C=N/Nc2cccc(C)c2)cc(Br)c1O	10	1.1	0	6	-6	1	-11	1	-20	1469
CCCN(CC(=O)Nc1ccc(C(C)=O)cc1)CC(=O)Nc1ccccc1C	2	0.9	2	5	12	3	-5	1	-1	1612
Fc1ccccc1C(c1nnnn1C1CCCC1)N1CCN(Cc2ccccc2)CC1 (stereo not given)	4	1	1	-2	0	-2	2	1	-2	1743
COc1ccc(/C=C/C(=O)Nc2sc(Cc3ccccc3)c(C)c2C(N)=O)cc1	0	1	-6	0	0	-6	0	1.1	-18	1662
CC(C)CCNC(=O)c1cc([N+](=O)[O-])ccc1N1CCOCC1	10	0.9	4	0	11	7	0	1	1	1490
c1ccc(Oc2nc(Oc3ccccc3)nc(N3CCOCC3)n2)cc1	17	1	-3	11	0	6	-5	1	-9	1594
COc1cccc(/C(O)=C2/C(=O)C(=O)N(CCN3CCOCC3)C2c2cccs2)c1 (stereo not given)	11	1	-6	12	2	3	-1	1.1	-2	1453
CCC1CCCCN1C(=S)Nc1ccc(OC(F)F)cc1 (stereo not given)	-2	0.8	-1	-4	22	-1	4	1	1	1532
